PfGluPho inh = PfG6PD (Plasmodium falciparum) enzyme inhibition | PfGluPho enzyme, NADPH resazurin-diaphorase fluorescence | inhibition, % at 20 µM | 350,000 compounds, 0.78% hits;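 active means inhibition reaching at least a set limit at 20 µM in the primary screen, cut at about 59% in these data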;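 further: 0% = DMSO wells with substrate and 100% = DMSO wells lacking glucose-6-phosphate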
hIAP block = blocks human intestinal alkaline phosphatase; P09923; purified IAP, CDP-Star luminescence, 30 min; inhibition, % at 10 µM; 330,000 compounds, 0.12% hits;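 active means inhibition reaching a set limit with compound at 10 µM in the primary screen, cut at about 35% in these data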;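 further: plate controls were DMSO wells with enzyme for no effect and no-enzyme buffer wells for full effect; values of inactives mirror those of a sister screen read the other way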
Target sequence (P09923 whole entry, looked up): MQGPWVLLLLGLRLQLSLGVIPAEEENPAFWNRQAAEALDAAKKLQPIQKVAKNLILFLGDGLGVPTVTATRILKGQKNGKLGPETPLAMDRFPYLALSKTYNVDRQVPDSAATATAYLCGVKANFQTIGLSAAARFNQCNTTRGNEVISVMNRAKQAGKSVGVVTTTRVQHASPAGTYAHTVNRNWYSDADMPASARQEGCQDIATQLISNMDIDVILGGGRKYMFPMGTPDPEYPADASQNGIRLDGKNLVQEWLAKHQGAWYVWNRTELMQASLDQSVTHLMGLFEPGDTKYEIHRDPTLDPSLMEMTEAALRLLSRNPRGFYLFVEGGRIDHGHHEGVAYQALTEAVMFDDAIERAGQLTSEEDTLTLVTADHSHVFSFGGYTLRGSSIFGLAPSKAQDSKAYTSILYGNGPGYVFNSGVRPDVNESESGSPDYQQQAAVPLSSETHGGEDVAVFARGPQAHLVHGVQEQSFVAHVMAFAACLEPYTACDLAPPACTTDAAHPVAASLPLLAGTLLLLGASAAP
hIAP activ = increases human intestinal alkaline phosphatase activity; activation factor at 10 µM; 330,000 compounds, 0.16% hits; purified human IAP, CDP-Star luminescence, 30 min; hits give high values; 1 = vehicle-only enzyme, 0 = enzyme-free background; AID 2524;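 active means activation factor of the enzyme at least 2-fold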; further: the source names both 10 and 20 µM as test concentration; values of inactives mirror those of a sister screen read the other way
ATG4B inh = ATG4B (human) cysteine protease inhibition; 340,000 compounds, 0.51% hits; Q9Y4P1; AID 504462; ATG4B cleavage of LC3-PLA2, NBD-HPC fluorescence, 1 h; inhibition, % at 8.33 µM; in the data active means inhibition above about 40%
Target sequence (Q9Y4P1 whole entry, looked up): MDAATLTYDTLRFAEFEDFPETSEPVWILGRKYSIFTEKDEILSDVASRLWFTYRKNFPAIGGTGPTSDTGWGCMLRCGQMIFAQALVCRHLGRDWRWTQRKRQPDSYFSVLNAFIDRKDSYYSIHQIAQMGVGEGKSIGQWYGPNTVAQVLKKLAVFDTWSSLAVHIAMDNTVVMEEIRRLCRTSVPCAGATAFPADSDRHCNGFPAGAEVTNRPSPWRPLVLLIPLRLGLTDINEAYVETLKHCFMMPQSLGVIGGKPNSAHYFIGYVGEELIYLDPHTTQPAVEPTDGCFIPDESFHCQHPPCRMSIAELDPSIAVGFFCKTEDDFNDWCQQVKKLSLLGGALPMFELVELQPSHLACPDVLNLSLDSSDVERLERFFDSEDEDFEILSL
mIAP act = increases mouse intestinal alkaline phosphatase activity | activation factor at 10 µM | muIAP, CDP-Star luminescence, 30 min; hits give high values; 1 = vehicle-only enzyme signal, 0 = enzyme-free wells | 330,000 compounds, 0.24% hits | AID 2805;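 active means activation factor of at least 2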; further: the source names both 10 and 20 µM as test concentration; values of inactives mirror those of a sister screen read the other way
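Assay system: mouse IAP enzyme / Compound: DMSO-dissolved test compounds / Timing: 30 min, room temperature / Measured by: luminescence from enzymatic CDP-Star hydrolysis / Control set: DMSO-only wells, enzyme-free buffer wells as negative control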
mIAP block = mouse IAP inhibition; purified mouse IAP, CDP-Star luminescence, 30 min; inhibition, % at 10 µM; 330,000 compounds, 0.2% hits; AID 2806;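 active means inhibition of at least 40% at 10 µM in the primary screen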;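 further: plate controls were DMSO with enzyme for no effect and no enzyme wells for full effect; values of inactives mirror those of a sister screen read the other way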
HKDC1 inh = HKDC1 (human) hexokinase inhibition; recombinant HKDC1, G6PDH/diaphorase resazurin coupled fluorescence; inhibition, % at 20 µM; 340,000 compounds, 0.16% hits; AID 493160;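 active means inhibition above about 35% when tested at 20 µM, limit read from the data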;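 further: plate controls were DMSO wells with enzyme for no effect and DMSO wells lacking enzyme for full effect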
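Material – in-house recombinant HK5 (HKDC1) enzyme · Quantity – HKDC1 at 5 µg/mL · Buffer or medium – pH 8.0 Tris buffer with 10 mM MgCl2 · Reagent – glucose with 1 mM ATP · Dosing – single 20 µM dose · Times – reaction time 90 min, room temperature, protected from light · Technique – resorufin fluorescence at 613 nm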
A3A deaminase = blocks human APOBEC3A ssDNA deamination. 330,000 compounds, 0.41% hits. AID 493011. recombinant A3A, FAM/TAMRA ssDNA deamination fluorescence. P31941. inhibition, % at 20 µM;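 active means at least 40% inhibition at 20 µM here, with at most 30% in a related deaminase screen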;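 further: plate controls were A3A with DMSO for no effect and wells lacking A3A enzyme for full effect; some results filed as inactive read as strong as hits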
The depositor's hits bear a star.

For C=C1N(CCCCCC(=O)O)C(=O)OC12CCCCC2 the results were PfGluPho inh 25.4, hIAP block 10.0, hIAP activ 0.9, ATG4B inh -1.4, mIAP act 0.983, mIAP block 1.7, HKDC1 inh -6.3 and A3A deaminase -1.4.
Screening CCCN1C(C)C(C(=O)OCC)=CN(Cc2cccc(I)c2)S1(=O)=O (stereo not given) returned PfGluPho inh 20.8, ATG4B inh -6.3, mIAP act 1.01, mIAP block -0.6, HKDC1 inh 1.5 and A3A deaminase 2.3.
Screening Cc1ccc(C(=O)N2CCN3C(=O)c4ccccc4C23c2ccc(Cl)cc2)cc1 (stereo not given) returned PfGluPho inh -14.3, hIAP block 9.8, hIAP activ 0.902, ATG4B inh 3.9, mIAP act 0.979, mIAP block 2.1, HKDC1 inh 7.1 and A3A deaminase -4.6.
O=C(CSc1nc2ccccc2c(=O)n1-c1ccc(Cl)cc1)c1ccco1 was read as PfGluPho inh 9.2, hIAP block -19.0, hIAP activ 1.19, ATG4B inh 1.0, mIAP act 1.08, mIAP block -8.5, HKDC1 inh -3.1 and A3A deaminase -8.6.
COc1ccc(CCNC(=O)Cn2nnc(C(=O)Nc3cccc(C)c3C)c2N)cc1OC was read as PfGluPho inh -1.7, hIAP block -58.0, hIAP activ 1.58, ATG4B inh -1.6, mIAP act 1.02, mIAP block -2.2, HKDC1 inh 2.0 and A3A deaminase 0.8.
CC1=CC(C)(C)NC(=S)N1C(C)c1ccccc1 (stereo not given) was read as PfGluPho inh 32.8, hIAP block -6.3, hIAP activ 1.06, ATG4B inh -4.2, mIAP act 0.996, mIAP block 0.4, HKDC1 inh -3.2 and A3A deaminase -4.4.
`CC(=O)c1ccc(N2Cc3ccccc3/C2=N\C(=O)Nc2ccc(Cl)cc2)cc1` gave PfGluPho inh -17.7, hIAP block -9.6, hIAP activ 1.1, ATG4B inh 4.4, mIAP act 1.13, mIAP block -12.6, HKDC1 inh 15.8 and A3A deaminase -5.1.
`CC(=Nc1ccccc1C(F)(F)F)c1ccncc1` gave PfGluPho inh -6.2, hIAP block 1.0, hIAP activ 0.989, ATG4B inh -6.8, mIAP act 0.999, mIAP block 0.1, HKDC1 inh -11.9 and A3A deaminase -3.4.
For COc1ccc(OC)c(NC(=O)Nc2ccc3c(c2)OCO3)c1 the results were PfGluPho inh 26.8, hIAP block 20.9, hIAP activ 0.791, ATG4B inh 4.5, mIAP act 1.03, mIAP block -2.9, HKDC1 inh 5.2 and A3A deaminase 0.8.
`O=C(CN1CCCCCC1)NCc1ccccc1` gave PfGluPho inh 12.9, hIAP block -0.8, hIAP activ 1.01, ATG4B inh 4.8, mIAP act 0.977, mIAP block 2.3, HKDC1 inh 0.3 and A3A deaminase -4.1.
`Cc1ccc(NC2c3ncccc3C(=O)N2C2CCCCC2)cc1` (stereo not given) gave PfGluPho inh -2.5, hIAP block -4.3, hIAP activ 1.04, ATG4B inh 16.0, mIAP act 0.965, mIAP block 3.5, HKDC1 inh 13.6 and A3A deaminase 1.3.
O=C(COC(=O)CSc1ccc([N+](=O)[O-])cc1)NCCCc1ccccc1 was read as PfGluPho inh 65.7*, hIAP block -18.4, hIAP activ 1.18, ATG4B inh 4.5, mIAP act 0.93, mIAP block 7.0, HKDC1 inh 8.9 and A3A deaminase -2.8.
`O=C(c1ccco1)N1CCN(c2ccc(F)cc2)CC1` gave PfGluPho inh -0.2, hIAP block 7.3, hIAP activ 0.927, ATG4B inh -7.0, mIAP act 1.02, mIAP block -2.1, HKDC1 inh -13.9 and A3A deaminase -4.0.
Screening O=C(c1ccc(CN2CCc3ccccc3C2)cc1)N1CCN(c2ccc(F)cc2)CC1 returned PfGluPho inh 5.7, hIAP block -2.0, hIAP activ 1.02, ATG4B inh -1.9, mIAP act 1.07, mIAP block -6.6, HKDC1 inh 1.8 and A3A deaminase -7.1.
Screening CCOC(=O)CN1CC23C=CC(O2)C(C(=O)Nc2ccc4c(c2)OCO4)C3C1=O (stereo not given) returned PfGluPho inh 8.4, hIAP block 7.9, hIAP activ 0.921, ATG4B inh -5.3, mIAP act 0.976, mIAP block 2.4, HKDC1 inh 2.1 and A3A deaminase -3.6.
For COc1ccc(S(=O)(=O)N2C3CCC2CC(NC(=O)NC2CCCCC2)C3)cc1 (stereo not given) the results were PfGluPho inh -3.4, hIAP block 23.8, hIAP activ 0.762, ATG4B inh -4.7, mIAP act 1.1, mIAP block -10.0, HKDC1 inh -9.0 and A3A deaminase 0.9.
Screening CCCC(=O)Nc1ccc2nc(C)n(Cc3ccccc3Cl)c(=O)c2c1 returned PfGluPho inh -5.9, hIAP block -8.5, hIAP activ 1.08, ATG4B inh -5.2, mIAP act 1.09, mIAP block -8.8, HKDC1 inh -2.2 and A3A deaminase -4.2.
For CN1CCN(c2ccccc2/C=C2/C(=O)Nc3ccccc32)CC1 the results were PfGluPho inh -3.6, hIAP block 14.3, hIAP activ 0.857, ATG4B inh 3.3, mIAP act 0.929, mIAP block 7.1, HKDC1 inh 4.8 and A3A deaminase 0.7.
`Cc1cc(OCC(=O)N2CCN(c3ncccn3)CC2)ccc1Cl` gave PfGluPho inh 15.3, hIAP block 0.0, hIAP activ 1, ATG4B inh -4.4, mIAP act 0.926, mIAP block 7.4, HKDC1 inh -2.0 and A3A deaminase -4.5.
For CC1CCCCC1NC(=O)C1CCN(c2c3c(nc4ncnn24)CCC3)CC1 (stereo not given) the results were PfGluPho inh -6.7, hIAP block -3.8, hIAP activ 1.04, ATG4B inh 2.0, mIAP act 0.934, mIAP block 6.6, HKDC1 inh -2.0 and A3A deaminase 0.4.
`Cc1ccccc1C(=O)O/N=C/c1c(N2CCOCC2)n(C)c2ccccc12` gave PfGluPho inh 15.3, hIAP block -8.0, hIAP activ 1.08, ATG4B inh -6.6, mIAP act 0.875, mIAP block 12.5, HKDC1 inh -9.0 and A3A deaminase -0.8.
COc1ccccc1N1CCN(C(c2ccc(C)cc2)c2nnnn2C(C)C)CC1 (stereo not given) was read as PfGluPho inh 0.3, hIAP block -20.7, hIAP activ 1.21, ATG4B inh -4.3, mIAP act 1.11, mIAP block -11.5, HKDC1 inh 2.3 and A3A deaminase 0.5.
For CCC1=Nc2cc(C(=O)NCCCOC)ccc2Sc2ccccc21 the results were PfGluPho inh -15.8, hIAP block 17.5, hIAP activ 0.825, ATG4B inh 12.7, mIAP act 0.93, mIAP block 7.0, HKDC1 inh 2.2 and A3A deaminase -3.7.
`CCOC(=O)c1ccc(N2C(=O)CC(N(C)CCc3ccc(OC)c(OC)c3)C2=O)cc1` (stereo not given) gave PfGluPho inh -4.1, hIAP block -1.4, hIAP activ 1.01, ATG4B inh -4.8, mIAP act 0.94, mIAP block 6.0, HKDC1 inh -3.5 and A3A deaminase 0.0.

Retrieved one by one from the list above, 3 records:
For CC1CCCCC1NC(=O)C1CCN(c2c3c(nc4ncnn24)CCC3)CC1 (stereo not given) the results were PfGluPho inh -6.7, hIAP block -3.8, hIAP activ 1.04, ATG4B inh 2.0, mIAP act 0.934, mIAP block 6.6, HKDC1 inh -2.0 and A3A deaminase 0.4.
COc1ccccc1N1CCN(C(c2ccc(C)cc2)c2nnnn2C(C)C)CC1 (stereo not given) was read as PfGluPho inh 0.3, hIAP block -20.7, hIAP activ 1.21, ATG4B inh -4.3, mIAP act 1.11, mIAP block -11.5, HKDC1 inh 2.3 and A3A deaminase 0.5.
`O=C(c1ccco1)N1CCN(c2ccc(F)cc2)CC1` gave PfGluPho inh -0.2, hIAP block 7.3, hIAP activ 0.927, ATG4B inh -7.0, mIAP act 1.02, mIAP block -2.1, HKDC1 inh -13.9 and A3A deaminase -4.0.

(next part)
CCOC(=O)c1c(NC(=O)Cn2nc(C(F)(F)F)cc2C)sc2c1CCC2 was read as PfGluPho inh 2.9, hIAP block -11.6, hIAP activ 1.12, ATG4B inh 0.1, mIAP act 0.978, mIAP block 2.2, HKDC1 inh 7.1 and A3A deaminase -2.2.
`Cc1cccc(CN2C(=O)[C@@H]3Cc4c([nH]c5ccccc45)C(C)(C)N3C2=O)c1` gave PfGluPho inh 16.5, hIAP block -0.9, hIAP activ 1.01, ATG4B inh -7.9, mIAP act 1.07, mIAP block -7.4, HKDC1 inh 5.8 and A3A deaminase 0.4.
COCCNC(=S)N/N=C(\C)c1ccccc1F was read as PfGluPho inh -10.3, hIAP block -2.5, hIAP activ 1.02, ATG4B inh -7.3, mIAP act 1, mIAP block -0.1, HKDC1 inh -1.7 and A3A deaminase -0.1.
For CCCN1CN(CCc2ccccc2)CNC1=S the results were PfGluPho inh -5.2, hIAP block 2.8, hIAP activ 0.972, ATG4B inh -4.5, mIAP act 1.01, mIAP block -0.7, HKDC1 inh -10.3 and A3A deaminase -4.4.
`Clc1nc(Cl)nc(-c2cn(-c3ccccc3)c3ccccc23)n1` gave PfGluPho inh -4.5, hIAP block -2.3, hIAP activ 1.02, ATG4B inh -10.1, mIAP act 0.892, mIAP block 10.8, HKDC1 inh 3.5 and A3A deaminase -3.8.
Screening COc1cccc(CNC(=O)C2CCC(CNc3nc(=S)[nH]c4ccccc34)CC2)c1 (stereo not given) returned PfGluPho inh -8.9, hIAP block -20.1, hIAP activ 1.2, ATG4B inh 3.2, mIAP act 1.05, mIAP block -5.1, HKDC1 inh 9.1 and A3A deaminase -0.5.
Screening CCSc1ccccc1C(=O)Nc1cccnc1 returned PfGluPho inh -2.4, hIAP block -2.9, hIAP activ 1.03, ATG4B inh -8.9, mIAP act 0.967, mIAP block 3.3, HKDC1 inh -2.4 and A3A deaminase 1.9.
Cc1ccc(S(=O)(=O)N2CCOCC2)cc1NC(=O)C1=NN(c2ccccc2)C(=O)CC1 was read as PfGluPho inh -12.8, hIAP block 23.4, hIAP activ 0.766, ATG4B inh -4.5, mIAP act 0.989, mIAP block 1.1, HKDC1 inh -0.2 and A3A deaminase 1.5.
Screening CC1CCCN(c2sc(S(C)(=O)=O)nc2S(=O)(=O)c2ccc(Cl)cc2)C1 (stereo not given) returned PfGluPho inh 8.8, hIAP block 17.2, hIAP activ 0.828, ATG4B inh -6.2, mIAP act 1.06, mIAP block -6.5, HKDC1 inh -0.6 and A3A deaminase -0.6.
CCOC(=O)c1c(NC(=O)C2CCCO2)sc(C(N)=O)c1C (stereo not given) was read as PfGluPho inh -8.3, hIAP block -5.9, hIAP activ 1.06, ATG4B inh 4.7, mIAP act 0.947, mIAP block 5.3, HKDC1 inh -12.2 and A3A deaminase 3.3.
`Nc1cccc(Cl)c1N1CCOCC1` gave PfGluPho inh -0.8, hIAP block 4.4, hIAP activ 0.956, ATG4B inh -6.9, mIAP act 0.931, mIAP block 6.9, HKDC1 inh -0.5 and A3A deaminase -0.7.
CCOc1ccc(NC(=O)C2C3CC/C=C\CCC32)cc1 (stereo not given) was read as PfGluPho inh -0.5, hIAP block -7.8, hIAP activ 1.08, ATG4B inh 1.0, mIAP act 1.1, mIAP block -10.3, HKDC1 inh -1.9 and A3A deaminase 0.6.
Screening O=C(COC(=O)CNC(=O)c1ccccc1F)Nc1ccc(Cl)cn1 returned PfGluPho inh 22.2, hIAP block -4.0, hIAP activ 1.04, ATG4B inh -0.3, mIAP act 0.992, mIAP block 0.8, HKDC1 inh -4.7 and A3A deaminase 1.0.
`COc1ccc2c(CCNC(N)=S)c[nH]c2c1` gave PfGluPho inh 9.0, hIAP block -3.0, hIAP activ 1.03, ATG4B inh -2.7, mIAP act 1.06, mIAP block -5.8, HKDC1 inh -4.0 and A3A deaminase 1.8.
`COc1ccc(C)cc1NC(=O)CSc1ccc(-c2ccco2)nn1` gave PfGluPho inh 24.3, hIAP block 8.6, hIAP activ 0.914, ATG4B inh 2.2, mIAP act 0.991, mIAP block 0.9, HKDC1 inh 22.0 and A3A deaminase -1.9.

High-throughput results (PubChem BioAssay)
